# ATG4B inh: ATG4B protease inhibitors, primary screen, biochemical, fluorescence, uHTS. AID 504462, 2011. inhibition, % at 8.33 µM. ATG4B cleavage of LC3-PLA2, NBD-HPC fluorescence, 1 h. 340,000 tested, 0.51% active. Cysteine protease ATG4B (Homo sapiens), Q9Y4P1; in the data active means inhibition above about 40%
# CXCR6 block: CXCR6 receptor inhibitors, primary screen, cell-based, beta-arrestin, luminescence, CHO-K1 PathHunter, 1536-well. C-X-C chemokine receptor type 6 (Homo sapiens), O00574. inhibition, % at 20 µM. 360,000 tested, 0.36% active. AID 602244, 2012; in the data active means inhibition above about 34%, passing the limit was not always enough;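 further: antagonist mode with CXCL16 agonist at 10 nM final; 0% = 10 nM CXCL16 with DMSO and 100% = unstimulated wells without agonist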
# Target sequence (O00574 whole entry, looked up): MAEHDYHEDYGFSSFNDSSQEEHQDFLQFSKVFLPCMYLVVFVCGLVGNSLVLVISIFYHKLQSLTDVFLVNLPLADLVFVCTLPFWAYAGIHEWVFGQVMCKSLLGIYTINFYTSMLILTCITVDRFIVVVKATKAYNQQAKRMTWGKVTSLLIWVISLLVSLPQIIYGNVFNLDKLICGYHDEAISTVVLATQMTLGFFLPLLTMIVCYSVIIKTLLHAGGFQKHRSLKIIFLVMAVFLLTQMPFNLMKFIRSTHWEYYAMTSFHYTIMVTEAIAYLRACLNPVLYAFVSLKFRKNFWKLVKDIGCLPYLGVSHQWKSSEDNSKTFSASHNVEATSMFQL
# EBI2 antag: EBI2 receptor antagonists, beta-arrestin recruitment, primary screen, cell-based, luminescence, 7a,25-OHC stimulation, uHTS | 7a,25-OHC stimulated | 360,000 tested, 0.81% active | inhibition, % at 5 µM | AID 651636, 2012; in the data active means inhibition above about 38%;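 further: enzyme fragment complementation signal reports receptor beta-arrestin coupling in cells; 0% = agonist plus DMSO wells and 100% = wells without agonist; some results beyond the cut were filed as inactive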
# Target sequence (P32249 whole entry, looked up, the tested form may be a part): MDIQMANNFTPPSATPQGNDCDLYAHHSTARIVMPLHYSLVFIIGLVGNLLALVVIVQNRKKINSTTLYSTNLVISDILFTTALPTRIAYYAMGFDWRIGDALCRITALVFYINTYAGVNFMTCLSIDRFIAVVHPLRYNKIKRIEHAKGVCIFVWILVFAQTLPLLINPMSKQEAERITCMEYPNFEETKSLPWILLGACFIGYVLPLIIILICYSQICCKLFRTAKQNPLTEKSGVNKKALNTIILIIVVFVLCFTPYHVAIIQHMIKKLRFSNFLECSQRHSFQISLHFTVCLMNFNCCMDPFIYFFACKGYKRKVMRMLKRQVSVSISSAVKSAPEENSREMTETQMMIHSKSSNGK
# APJ antag: antagonists of human apelin receptor APJ, primary screen, CHO-K1 cells, beta-arrestin complementation, luminescence; P35414; 330,000 tested, 0.32% active; inhibition, % at 20 µM;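 active means inhibition above about 40% at 20 µM, limit read from the data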;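 further: cells challenged with 10 nM apelin-13 agonist together with compound; plate controls were apelin-13 plus DMSO wells for no effect and DMSO wells lacking apelin-13 for full effect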
# UBC13 inh: UBC13 polyubiquitin chain formation inhibitors, primary screen, biochemical, TR-FRET, uHTS. AID 485273, 2010. Ubiquitin-conjugating enzyme E2 N (Homo sapiens), P61088. 330,000 tested, 0.47% active. inhibition, % at 20 µM; in the data active means inhibition above about 45%, passing the limit was not always enough
# Target sequence (P61088 whole entry, looked up): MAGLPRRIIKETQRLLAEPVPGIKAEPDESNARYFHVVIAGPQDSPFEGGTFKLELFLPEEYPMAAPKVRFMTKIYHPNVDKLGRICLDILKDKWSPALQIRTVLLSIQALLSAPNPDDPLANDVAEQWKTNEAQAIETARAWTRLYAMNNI
# CCR6 antag: CCR6 receptor antagonists, primary screen, cell-based, CHO-K1, luminescence, beta-arrestin, uHTS; C-C chemokine receptor type 6 (Homo sapiens), P51684; CHO-K1 CCR6 PathHunter beta-arrestin, CCL20-stimulated; inhibition, % at 20 µM; 340,000 tested, 0.49% active; AID 493098, 2011;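 active means compounds whose inhibition of the agonist-driven luminescence signal at 20 µM reaches about 50%, limit read from the data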;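 further: cells stimulated with CCL20 at 14 nM final; plate controls were DMSO with CCL20 for no effect and DMSO without agonist for full effect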
# APJ agonist: agonists of human apelin receptor APJ, primary screen, CHO-K1 cells, PathHunter beta-arrestin, luminescence | 0% DMSO wells, 100% apelin | P35414 | 330,000 tested, 0.11% active | activation, % at 20 µM;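 active means activation more than six SD over the plate average, tested at 20 µM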;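 further: 0% = DMSO alone and 100% = apelin-13 at 10 nM; some results filed as inactive read as strong as hits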
#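 Assay system: CHO-K1 cells stably expressing ProLink-tagged human APJ and arrestin–beta-gal acceptor. Compound dosing: 20 µM single point, 1% DMSO. Times: 16-18 h seeding, 90 min dark compound exposure, 60 min detection. Detection: beta-gal luminescence. Evaluation: APJ–arrestin association signal. Controls: negative DMSO alone, positive Apelin-13 at 10 nM.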
# Gli-Sufu antag: Gli-Sufu pathway antagonists, primary screen, luciferase luminescence, Sufu-KO-LIGHT cells, uHTS | AID 588413, 2011 | 340,000 tested, 0.74% active | Sufu-KO-LIGHT fibroblasts, Gli luciferase reporter luminescence | inhibition, % at 5 µM;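 active means inhibition above about 55%, limit read from the data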;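 further: 0% = DMSO-treated cells and 100% = wells with medium but no cells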
# Starred values were filed as active, the others as inactive; . = not tested or not shown.
SMILES,ATG4B inh,CXCR6 block,EBI2 antag,APJ antag,UBC13 inh,CCR6 antag,APJ agonist,Gli-Sufu antag
Cc1cc(Cl)ccc1NC(=O)CN1C(=O)C(=O)N(C2CCCC2)C1=O,2.1,-5.5,-11.1,-54.2,-2.8,9.6,-3.9,1.1
Cc1nc2ccc(C(=O)O)cc2c2c1CC(C)S2 (stereo unspecified),4.5,-1.2,2.3,-9.0,-2.5,4.8,-2.4,-3.1
c1ccc(-c2cnnc(-c3ccccn3)n2)cc1,-3.6,-2.6,-3.6,5.6,2.1,-6.8,2.3,-68.3
COc1ccc(Cl)cc1NC(=O)CN(C)C(=O)c1ccc(N2CCCCCC2)c([N+](=O)[O-])c1,-8.1,8.2,10.0,20.9,-11.8,20.8,-1.9,42.7
O=C(c1cccc(Cl)c1)C1CCCN(C(=O)c2ccoc2)C1 (stereo unspecified),7.1,2.0,3.9,-7.2,2.3,-2.5,1.2,-4.9
O=C(Nc1ccccc1)OCCOc1ccccc1,6.4,-4.8,5.5,-15.6,-12.3,-10.4,-1.2,-3.2
COc1ccc(/C(O)=C2/C(=O)C(=O)N(CCCN3CCOCC3)C2c2ccc(C(C)C)cc2)cc1 (stereo unspecified),1.3,8.8,-4.9,14.8,-7.6,7.6,-0.9,-6.7
CC(Sc1ncn[nH]1)C(=O)Nc1cc(C(F)(F)F)ccc1Cl (stereo unspecified),6.4,5.7,-4.4,7.4,12.8,-8.3,-3.3,-6.2
CCN1C(=O)c2cccc3c(S(=O)(=O)Nc4nc(C)cs4)ccc1c23,-2.5,4.1,-8.7,6.1,-7.9,14.4,-4.0,-57.8
CC(C)NC(=O)N1CCCN(c2nc3ccc(Cl)cc3s2)CC1,-6.0,-7.0,-15.0,0.3,-1.5,7.6,1.8,-6.8
COC(=O)NCc1ccc(Cl)c(Cl)c1,0.7,4.9,-2.3,6.1,4.9,17.5,-4.5,19.7
CCN(CC)S(=O)(=O)c1ccc(NC(=O)CSc2cccc[n+]2[O-])cc1,-7.3,-8.0,-12.3,-14.3,11.4,-9.4,0.7,4.3
Cc1cc(NC(=O)CS(=O)CC(=O)Nc2c(C)cccc2C)ccc1-n1cnnn1 (stereo unspecified),-6.8,-0.9,1.6,20.2,7.4,7.5,-1.4,14.7
Fc1cccc(F)c1/C=N/N1CCOCC1,-1.2,0.6,-4.8,3.9,14.1,13.9,-2.3,-1.4
CCc1cc(C(=O)N2CCCC(C(=O)c3ccc(Cl)cc3)C2)no1 (stereo unspecified),3.8,4.9,-2.8,5.7,-3.5,14.3,-5.9,2.1
Nc1ccc[n+](CC(=O)c2ccccc2)c1,-3.2,4.2,-2.0,18.5,-9.1,6.5,-1.1,-1.8
O=C(COC(=O)c1ccc(Br)o1)Nc1ccc(Br)cc1,-11.4,3.0,-1.6,8.0,1.0,8.1,2.1,6.2
COC(=O)c1cc(-c2ccc(C)o2)nc2ccccc12,8.2,22.5,-4.7,29.1,33.1,36.3,-5.8,-5.9
Cc1ccccc1-n1c(C)cc(/C=C(\C#N)C(=O)NCC2CCCO2)c1C (stereo unspecified),14.8,10.5,9.5,8.8,0.3,-7.4,-2.6,-20.1
COc1ccc(NC(=O)CSc2cn[nH]n2)cc1OC,4.8,4.4,6.4,8.8,-1.7,4.0,-2.4,-9.6
CC(C#N)Sc1nc2ccccc2c(=O)n1-c1ccccc1 (stereo unspecified),47.4*,2.3,-1.3,4.9,6.2,-5.0,-4.5,-6.2
CN(C)CCNCc1ccccc1OC1CCCC1,-3.9,8.9,2.2,24.2,12.8,13.0,-5.5,6.1
CN(C(=O)c1ccccc1F)C(c1ccccc1)c1ccccc1,18.9,-5.0,3.8,9.6,-1.6,9.6,-3.2,3.8
Cc1[nH]c(=S)c(C#N)c(C)c1C(=O)Nc1ccccc1,1.0,8.2,3.0,-14.8,15.4,11.8,3.5,2.8
Cc1nc2ccc(C(=O)OCc3nnc(-c4ccccc4)o3)cc2nc1C,-1.1,-9.4,-3.8,-6.6,-4.3,-13.7,6.2,-18.9
N#CCN1CCN(CC(=O)Nc2cccc3ccccc23)CC1,-7.7,-1.6,-7.0,-2.7,-3.9,-4.7,-1.2,2.7
COc1ccc(-c2cc(C(F)F)n3ncc(C(=O)Nc4cccc(S(=O)(=O)N5CCOCC5)c4)c3n2)cc1,-32.9,2.6,27.6,21.7,4.7,8.7,-5.0,26.9
O=C(Nc1sc2c(c1C(=O)O)CCCC2)C(=O)N1CCOCC1,-2.1,-11.4,0.2,21.7,-3.6,6.6,-1.0,4.9
O=C(NC1CCCC1)C(c1ccncc1)N(C(=O)c1ccco1)c1ccc(F)c(Cl)c1 (stereo unspecified),-2.2,11.3,6.0,-21.2,-6.3,-4.0,-2.3,0.3
Cc1c(C(=O)N2CCN(C(=O)c3ccccc3)CC2)oc2ccc(F)cc12,-13.2,-0.9,51.1*,-5.6,-1.4,10.1,-5.6,-8.6
O=C(Cc1cccs1)N/N=C/c1ccc(OCc2ccccc2)cc1,-7.2,-3.4,-3.2,6.9,-0.9,2.1,1.1,-5.1
COc1ccccc1OCCn1cc(/C=N/NC(N)=S)c2ccccc21,-9.9,0.6,4.4,-3.9,-7.1,5.6,-1.7,12.7
CNc1cnn(-c2ccc(C)cc2)c(=O)c1Cl,-1.6,56.1*,0.6,-7.0,1.3,0.8,0.1,-54.5
Cc1ccc(N(CC(=O)Nc2ccc(Br)c(C)c2)S(=O)(=O)c2c(C)[nH]c(=O)[nH]c2=O)cc1,7.0,3.4,-11.0,-9.5,-14.9,8.6,0.3,-17.3
Cc1ccc(C2=N/C(=C\c3cccs3)C(=O)N2Nc2ccccc2)cc1,-1.1,3.2,23.4,21.6,-14.3,23.2,-7.5,3.5
C=CCn1c(SCc2csc(C)n2)nc2scc(-c3ccc(C)o3)c2c1=O,7.2,9.5,15.1,4.0,1.4,17.0,-4.5,16.9
Cc1cc(C)c(COc2ccc(/C=N/n3c(C)n[nH]c3=S)cc2)c(C)c1,0.5,-4.5,-18.0,24.5,-19.4,7.9,0.4,9.8
NC(=O)CC[C@@H]1NC(=O)[C@H](CO)NC(=O)c2cc([N+](=O)[O-])cc(I)c2OCC[C@@H](C(N)=O)NC1=O,-14.4,4.6,-12.0,20.6,-8.1,10.7,-2.6,-17.1
COc1ccc(/C=C(/NC(=O)c2ccc(C)cc2)C(=O)NCc2ccncc2)cc1,-1.9,6.1,6.3,-26.0,-3.1,18.2,2.9,-10.2
Cc1nn(CC(=O)Nc2ccc3c(c2)nc(CN2CCCC2)n3C)c(=O)c2ccccc12,-6.8,0.1,-9.3,18.7,3.2,-3.9,-1.1,0.2
COc1ccccc1/C=N/N(C(C)=O)c1nc(-c2ccc(F)cc2)cs1,-8.9,-5.3,7.5,-6.4,2.4,1.2,-5.1,-61.2
O=[N+]([O-])C1=CC=C2C(=NC3(CCCCC3)N2O)C1=NC1CCCCC1,0.1,6.8,48.1*,-1.8,-55.2,14.7,-3.2,8.5
COCCNC(=O)COc1ccccc1Cl,-4.2,6.5,-1.7,12.8,5.6,-6.0,-0.5,-2.4
COC(=O)Cc1ccc(NC(=S)N2CCN(c3ccc(F)cc3)CC2)cc1,-0.5,-11.0,-2.4,.,.,9.1,.,18.7
COc1ccc(C(=O)Nc2ccc(Cl)cc2C(=O)N2CCCC(C)C2)cc1OC (stereo unspecified),-16.6,2.0,4.7,7.2,-2.1,10.8,0.5,9.6
O=C(COc1ccc([N+](=O)[O-])cc1)N(C1CCCCC1)C1CCS(=O)(=O)C1 (stereo unspecified),-5.3,-8.5,2.7,5.4,-8.7,5.8,-8.0,20.7
COc1ccccc1NC(=O)CN(Cc1ccco1)C(=O)c1ccc(-n2nc(C)cc2C)cc1,5.2,-2.2,16.5,-11.5,0.9,2.6,0.4,1.2
Cc1ccccc1N1C(=O)C2C3C=CC(CC3)C2C1=O (stereo unspecified),-3.7,0.2,3.9,6.9,-8.8,1.1,-3.0,20.8
O=S(=O)(NCCCN1CCOCC1)c1ccc(F)c(Cl)c1,-2.8,3.0,5.9,13.1,7.9,-0.3,-3.5,-3.9
N/C(=N\OC(=O)/C=C/c1ccccc1)c1cccnc1,-15.4,-13.8,-16.4,-6.1,5.2,-0.6,5.2,-22.0

# An excerpt from above in order of length of the SMILES, descending:
SMILES,ATG4B inh,CXCR6 block,EBI2 antag,APJ antag,UBC13 inh,CCR6 antag,APJ agonist,Gli-Sufu antag
O=C(COc1ccc([N+](=O)[O-])cc1)N(C1CCCCC1)C1CCS(=O)(=O)C1 (stereo unspecified),-5.3,-8.5,2.7,5.4,-8.7,5.8,-8.0,20.7
O=[N+]([O-])C1=CC=C2C(=NC3(CCCCC3)N2O)C1=NC1CCCCC1,0.1,6.8,48.1*,-1.8,-55.2,14.7,-3.2,8.5
COc1ccc(C(=O)Nc2ccc(Cl)cc2C(=O)N2CCCC(C)C2)cc1OC (stereo unspecified),-16.6,2.0,4.7,7.2,-2.1,10.8,0.5,9.6
COc1ccccc1/C=N/N(C(C)=O)c1nc(-c2ccc(F)cc2)cs1,-8.9,-5.3,7.5,-6.4,2.4,1.2,-5.1,-61.2
Cc1ccccc1N1C(=O)C2C3C=CC(CC3)C2C1=O (stereo unspecified),-3.7,0.2,3.9,6.9,-8.8,1.1,-3.0,20.8
COCCNC(=O)COc1ccccc1Cl,-4.2,6.5,-1.7,12.8,5.6,-6.0,-0.5,-2.4

# Further records:
SMILES,ATG4B inh,CXCR6 block,EBI2 antag,APJ antag,UBC13 inh,CCR6 antag,APJ agonist,Gli-Sufu antag
O=C(c1ccc(Cl)c(S(=O)(=O)N2CCCC2)c1)N1CCN(Cc2ccccc2)CC1,-1.0,2.9,-7.0,.,.,9.1,.,-11.8
CC[C@@]12C(=O)N(c3cccc(C)c3)C(=O)N1[C@H](c1ccc(Br)cc1)[C@@H]1C(=O)N(C(C)(C)C)C(=O)[C@@H]12,-7.4,-1.1,0.9,-7.9,18.7,7.1,2.5,3.8
O=[N+]([O-])c1ccccc1/C=N/N1CCN(c2ccncc2S(=O)(=O)N2CCCCC2)CC1,12.6,11.8,15.5,-5.0,-6.1,26.3,-0.7,18.6
CC1CCCC(NC(=O)COC(=O)[C@@H](NC(=O)c2ccc(F)cc2)C(C)C)C1C (stereo partly specified),-7.5,4.3,-1.6,7.5,4.9,6.2,-2.5,-5.0
Cc1ccccc1NC(=S)NC12CN3CN(CN(C3)C1)C2,2.4,6.1,2.1,13.2,-4.4,-4.0,-1.8,-7.1
CC(c1ccccc1)n1cnc2ccccc2c1=O (stereo unspecified),-1.7,3.5,4.8,11.9,13.5,10.1,-1.2,-9.1
CC1(C)C(C=C(Cl)Cl)C1C(=O)N(Cc1cccc(Cl)c1)C1CCS(=O)(=O)C1 (stereo unspecified),-12.0,-0.4,-2.9,-14.8,8.5,22.1,-1.0,5.9
O=C1NC[C@H](c2ccccc2)N(CCc2cccc3ccccc23)C1=O,-7.5,2.6,3.6,27.3,10.5,9.4,0.5,5.7
Cc1ccc(NC(=O)CN(C)C(=O)C2CCC2)cc1,4.8,4.2,-1.5,.,.,3.2,.,-11.8
Cc1ccccc1Nc1c([N+](=O)[O-])cncc1[N+](=O)[O-],6.5,-9.4,7.3,-4.3,-20.7,-6.1,9.5,4.3

# Source: PubChem BioAssay (Sanford-Burnham Center for Chemical Genomics)
